From PubChem BioAssay
All columns: NCI-60 one-dose screen, growth in % after 48 h at 10 µM unless noted; 100 = growth as untreated, 0 = no growth, -100 = all killed.
SF-295 – SF-295 CNS cancer cells; 5.6% of 79,000 active; AID 1794758
SNB-75 – SNB-75 CNS cancer; 5% of 79,000 active; AID 1794750
SW-620 – SW-620 colon cancer. 5.2% of 82,000 active. AID 1794795
SF-268 – SF-268 CNS cancer cells; 3.1% of 82,000 active
SF-539 – SF-539 CNS cancer. 6.8% of 81,000 active
KM12 – KM12 colon cancer cells | 5% of 82,000 active | AID 1794800
HCC-2998 – HCC-2998 colon cancer; 4.7% of 79,000 active
SNB-19 – SNB-19 CNS cancer cells. AID 1794751. 2.5% of 81,000 active
HT29 – HT29 colon cancer; 7.4% of 81,000 active; AID 1794748
The depositor's hits bear a star; / = no result given; & = joins results of further samples. How the source made its calls: active means growth percent below 10; inactive means the rest. Only part of the results is shown, so the mix of outcomes need not match the whole.

Keys – A = SF-295; B = SNB-75; C = SW-620; D = SF-268; E = SF-539; F = KM12; G = HCC-2998; H = SNB-19; I = HT29
> CN(C)C1=NC(=O)C(c2ccccc2)O1 (centres undefined)
  A: 112 | B: 261 | C: 113 | D: 104 | E: 96 | F: 103 | G: 94 | H: 110 | I: 167

> CCOC(=O)C1(c2ccccc2)CCN(CCc2ccc(NC(=O)CCC(=O)O)cc2)CC1
  A: 102 | B: 86 | C: 103 | D: 96 | E: 104 | F: 95 | G: 102 | H: 109 | I: 105

> Clc1cccc(C2COOC3(CCCCCC3)OOC3(CCCCCC3)OOC2)c1
  A: 101 | B: / | C: 99 | D: 100 | E: 103 | F: 104 | G: 104 | H: 106 | I: 93

> O=C1NC(=O)C(=CCc2ccccc2)C(=O)N1
  A: 96 | B: 96 | C: 108 | D: 115 | E: 109 | F: 111 | G: 105 | H: 97 | I: 103

> COC(CN)c1ccccc1 (centres undefined)
  A: 104 | B: 96 | C: 108 | D: 103 | E: 100 | F: 107 | G: 99 | H: 104 | I: 100

> Cc1ccc(-c2nc3c(s2)CC[C@@]2(C)C3=CC[C@@H]3[C@@H]2CC[C@]2(C)C(=O)CC[C@@H]32)cc1
  A: 102 | B: 103 | C: 104 | D: 100 | E: 96 | F: 107 | G: 101 | H: 107 | I: 103

> CC(C)C(C)(O)C#N (centres undefined)
  A: 99 | B: 97 | C: 109 | D: 99 | E: 93 | F: 102 | G: 102 | H: 103 | I: 99

> Cc1ccc(C(=O)O)cc1S(=O)(=O)F
  A: 92 | B: 74 | C: 106 | D: 103 | E: 97 | F: 101 | G: 99 | H: 108 | I: 111

> CC(=O)N(c1ccccc1)c1nc(-c2ccccc2)c[se]1
  A: 96 | B: 82 | C: 99 | D: 92 | E: 89 | F: 89 | G: 99 | H: 98 | I: 89

> C=CCSc1nc2ccccc2c(=O)n1-c1cc(OC)c(Cl)cc1OC
  A: / | B: 78 | C: 102 | D: 91 | E: 109 | F: 87 | G: 97 | H: 90 | I: 88

Full records, quoted from the list:
Clc1cccc(C2COOC3(CCCCCC3)OOC3(CCCCCC3)OOC2)c1 is entered as SF-295: 101; SNB-75: /; SW-620: 99; SF-268: 100; SF-539: 103; KM12: 104; HCC-2998: 104; SNB-19: 106; HT29: 93
COC(CN)c1ccccc1 (centres undefined) is entered as SF-295: 104; SNB-75: 96; SW-620: 108; SF-268: 103; SF-539: 100; KM12: 107; HCC-2998: 99; SNB-19: 104; HT29: 100

(next part)
Keys – A = SF-295; B = SNB-75; C = SW-620; D = SF-268; E = SF-539; F = KM12; G = HCC-2998; H = SNB-19; I = HT29
> NC(=NCCCCCCN/C(N)=N/[N+](=O)[O-])N[N+](=O)[O-]
  A: 106 | B: 84 | C: 101 | D: 102 | E: 104 | F: 101 | G: 110 | H: 105 | I: 98

> O=C1NC(=S)NC(=O)C1c1ccccc1
  A: 110 | B: 99 | C: 107 | D: 107 | E: 103 | F: 109 | G: 112 | H: 109 | I: 117

> CC[n+]1c(-c2ccccc2)c2cc(N)ccc2c2ccc(N)cc21
  A: 14 | B: -89* | C: 18 | D: -26* | E: -13* | F: 7.7* | G: 6.9* | H: -5.2* | I: 9.8*

> CC1(C)CC(=O)CC(C)(C)N1N=O
  A: 111 | B: 79 | C: / | D: 106 | E: 94 | F: 99 | G: 98 | H: 107 | I: 99

> COc1ccccc1/C=C/[N+](=O)[O-]
  A: 94 | B: 69 | C: 59 | D: 76 | E: 64 | F: 66 | G: 89 | H: 87 | I: 40

> COc1cc(NCCCN=C(N)N)c2ncccc2c1
  A: 89 | B: 73 | C: 93 | D: 25 | E: / | F: 49 | G: 94 | H: 82 | I: 84

> O=C(NCCN1CC1)c1cccc2nc3c(C(=O)NCCN4CC4)cccc3nc12
  A: 90 | B: 96 | C: 77 | D: 92 | E: 89 | F: 100 | G: 87 | H: 88 | I: 93

> O=C(CF)N(O)c1ccc(/C=C/c2ccccc2)cc1
  A: 9.0* | B: 71 | C: 57 | D: 42 | E: 36 | F: 70 | G: 25 | H: 54 | I: 58

> Cc1ccc(Cl)c(-n2c(=S)[nH]c3ccccc3c2=O)c1
  A: 96 | B: 86 | C: 98 | D: 90 | E: 97 | F: 104 | G: 109 | H: 100 | I: 103

> C[C@H]1CCC/C=C/[C@@H]2C[C@H](O)C[C@H]2[C@H](O)/C=C/C(=O)O1
  A: 21 | B: -20* | C: -20* | D: 10 | E: 27 | F: -60* | G: -50* | H: 38 | I: -54*

> c1ccc(CCN2CCCCC2)nc1
  A: 98 | B: 79 | C: 112 | D: 103 | E: 102 | F: 110 | G: 119 | H: 109 | I: 96

> O=[N+]([O-])c1ccc(C(c2ccc([N+](=O)[O-])cc2)c2ccc([N+](=O)[O-])cc2)cc1
  A: 100 | B: 115 | C: 86 | D: 97 | E: 96 | F: 90 | G: 106 | H: 101 | I: 87

> Cc1ccc(-c2c[se]c(Nc3ccccc3)n2)cc1
  A: 89 | B: 88 | C: 99 | D: 98 | E: 98 | F: 91 | G: 102 | H: 96 | I: 102

> S=P(NCCNP(=S)(N1CC1)N1CC1)(N1CC1)N1CC1
  A: 51&55 | B: 90&80 | C: 72&87 | D: 60&74 | E: 79&78 | F: 93&99 | G: 104&100 | H: 86&80 | I: 90&94

> COc1ccc(CN2CCNCC2)c(OC)c1OC
  A: 128 | B: 94 | C: 102 | D: 99 | E: 108 | F: 101 | G: 99 | H: 109 | I: 98

> COc1cc2c(cc1OC)[C@H]1CCCN1CC2
  A: 97 | B: 73 | C: 101 | D: 101 | E: 100 | F: 102 | G: 114 | H: 99 | I: 104

> CN(/C=C1/C[C@@]2(C)[C@@H](CC[C@@H]3[C@@H]2CC[C@@]2(C)[C@H]3CC[C@]2(C)O)CC1=O)c1ccccc1
  A: 100 | B: 79 | C: 109 | D: 98 | E: 98 | F: 99 | G: 101 | H: 102 | I: 102

> Cc1nn[nH]n1
  A: 98 | B: 93 | C: 101 | D: 105 | E: 95 | F: 105 | G: 110 | H: / | I: 114

> Cn1ncc(C(=O)O)c1NN=O
  A: 96 | B: 88 | C: 104 | D: 100 | E: 94 | F: 99 | G: 106 | H: 103 | I: 103

> CC(=O)OC1(c2ccccc2)CCN(C)CC1C(=O)c1ccccc1 (centres undefined)
  A: 97 | B: 97 | C: 99 | D: 102 | E: 98 | F: 102 | G: 87 | H: 100 | I: 99

Only HT29, for some of the entries so far:
SMILES	HT29
S=P(NCCNP(=S)(N1CC1)N1CC1)(N1CC1)N1CC1	90&94
COc1ccc(CN2CCNCC2)c(OC)c1OC	98

Other records follow:
Keys – A = SF-295; B = SNB-75; C = SW-620; D = SF-268; E = SF-539; F = KM12; G = HCC-2998; H = SNB-19; I = HT29
> CCN1CCN(c2ccccc2)CC1
  A: 115 | B: 97 | C: 98 | D: 102 | E: 95 | F: 110 | G: / | H: 107 | I: 118

> N#Cc1ccc(O)cc1
  A: 108 | B: 107 | C: 109 | D: 106 | E: 113 | F: 109 | G: 102 | H: 105 | I: 112

> COC(=O)/C(=C(/C)c1ccco1)P(=O)(OC)OC
  A: 99 | B: 104 | C: 97 | D: 109 | E: 112 | F: 107 | G: 98 | H: 96 | I: 99

> CC1CCN(C(Cc2ccccc2)c2ccccc2)CC1 (centres undefined)
  A: 90 | B: 90 | C: 102 | D: 88 | E: 92 | F: 98 | G: 102 | H: 100 | I: 63

> O=C(/C=C/c1ccccc1)c1nc2ccccc2n1Cc1ccc(Br)cc1
  A: -72* | B: 16 | C: / | D: 3.9* | E: -93* | F: -33* | G: -97* | H: -90* | I: -60*

> CCOc1cc(C=C(C#N)C#N)cc(Br)c1O
  A: 110 | B: 84 | C: 106 | D: 96 | E: 99 | F: 103 | G: 99 | H: / | I: 93

> CP(C)(=S)P(C)(C)=S
  A: 88 | B: 104 | C: 103 | D: 106 | E: 98 | F: 106 | G: 97 | H: 98 | I: 98

> Nc1ccc(-c2nc3cc(F)ccc3[se]2)cc1F
  A: 88 | B: 77 | C: 97 | D: 81 | E: 87 | F: 54 | G: 31 | H: 95 | I: 61

> O=C1NC(=O)C(=Cc2ccccn2)C(=O)N1
  A: 94 | B: 93 | C: 99 | D: 105 | E: 104 | F: 106 | G: 101 | H: 101 | I: 87

> ClCc1ccc(Cl)c(Cl)c1
  A: 94 | B: 104 | C: 97 | D: 101 | E: 100 | F: 104 | G: 103 | H: 97 | I: 109

Entries listed so far containing a carbonyl joined to an NH by a bond outside any ring (2):
Keys – A = SF-295; B = SNB-75; C = SW-620; D = SF-268; E = SF-539; F = KM12; G = HCC-2998; H = SNB-19; I = HT29
> CCOC(=O)C1(c2ccccc2)CCN(CCc2ccc(NC(=O)CCC(=O)O)cc2)CC1
  A: 102 | B: 86 | C: 103 | D: 96 | E: 104 | F: 95 | G: 102 | H: 109 | I: 105

> O=C(NCCN1CC1)c1cccc2nc3c(C(=O)NCCN4CC4)cccc3nc12
  A: 90 | B: 96 | C: 77 | D: 92 | E: 89 | F: 100 | G: 87 | H: 88 | I: 93

(cont.)
Keys – A = SF-295; B = SNB-75; C = SW-620; D = SF-268; E = SF-539; F = KM12; G = HCC-2998; H = SNB-19; I = HT29
> CS(=O)CCCCN=C=S (centres undefined)
  A: 103 | B: 82 | C: 80 | D: 83 | E: 88 | F: 92 | G: 119 | H: 115 | I: 76

> COCP(=O)(OC)OC
  A: / | B: 102 | C: 92 | D: 98 | E: 110 | F: 105 | G: 108 | H: 98 | I: 108

> CNP1(NC)=NP(NC)(NC)=NP(c2ccccc2)(c2ccccc2)=N1
  A: 97 | B: 80 | C: 106 | D: 99 | E: 98 | F: 104 | G: 95 | H: 108 | I: 83

> Cc1cc(Cl)ccc1S(=O)(=O)F
  A: / | B: 68 | C: 114 | D: 116 | E: 102 | F: 122 | G: 103 | H: 100 | I: 114

> NP(=O)(Oc1c2occc2cc2ccc(=O)oc12)N(CCCl)CCCl (centres undefined)
  A: 94 | B: 87 | C: 92 | D: 97 | E: 149 | F: 105 | G: 187 | H: 103 | I: 101

> O=C(CN1CCCCC1)c1ccccc1
  A: 102 | B: 91 | C: / | D: 109 | E: 118 | F: 119 | G: 108 | H: 102 | I: 106

> Clc1ccc(COC(Cn2ccnc2)c2ccc(Cl)cc2Cl)cc1 (centres undefined)
  A: 18 | B: 93 | C: 34 | D: 52 | E: 88 | F: 29 | G: 64 | H: 78 | I: 44

> O=c1c2ccccc2c2c3n1CCCNC3CCC2 (centres undefined)
  A: 99 | B: 93 | C: 101 | D: 99 | E: 98 | F: 101 | G: 111 | H: 97 | I: 107

> O=C(O)c1c(Cl)c(Cl)c(Cl)c(Cl)c1C(=O)O
  A: 111 | B: 96 | C: 104 | D: 110 | E: 102 | F: 110 | G: 98 | H: 110 | I: 103

> CN(C)P(CCP(C)C)N(C)C
  A: 100 | B: 95 | C: 104 | D: 98 | E: 101 | F: 104 | G: 103 | H: 104 | I: 98

> C=CC[Se]C(=O)c1cncc(C(=O)[Se]CC=C)c1
  A: -56* | B: -61* | C: / | D: 7.4* | E: -100* | F: -73* | G: -93* | H: -97* | I: -14*

> ClCCN(CCCl)c1nc(Cl)c(C2CC(c3ccc(Br)cc3)=NN2c2cc(Cl)cc(Cl)c2)s1 (centres undefined)
  A: 108 | B: 94 | C: 98 | D: 107 | E: 117 | F: 107 | G: 127 | H: 95 | I: 94

> O=C(O)C1C2c3ccccc3C(=O)C1(C(=O)O)c1ccccc12 (centres undefined)
  A: 92 | B: 97 | C: 98 | D: 99 | E: 102 | F: 110 | G: / | H: 97 | I: 108

> O=C1NC(=O)C(Cc2ccccc2)C(=O)N1
  A: 98&101 | B: 102&100 | C: 109&106 | D: 106&101 | E: 115&100 | F: 109&107 | G: 131&103 | H: 106&105 | I: 101&108

> O=C(CCc1ccco1)NC1CCN(CC2(c3ccc(Cl)cc3)CCC2)CC1
  A: -46* | B: 16 | C: 15 | D: 22 | E: 35 | F: 1.4* | G: 11 | H: 15 | I: 11

> CN(C)CCc1ccc([N+](=O)[O-])cc1
  A: 98 | B: 94 | C: 96 | D: 96 | E: 87 | F: 103 | G: 107 | H: 98 | I: 90

> C[N+]1(CC#CC[N+]2(C)CCCC2)CCCC1
  A: 99 | B: 88 | C: 107 | D: 96 | E: 105 | F: 102 | G: 110 | H: 104 | I: 101

> O=[N+]([O-])c1cccc(SC(Cl)(Cl)Cl)c1
  A: 97 | B: 96 | C: 98 | D: 88 | E: / | F: 101 | G: 107 | H: 106 | I: 88

> COc1ccc(CC(C)=O)cc1
  A: 104&95 | B: 94&93 | C: 108&105 | D: 95&97 | E: 110&97 | F: 106&97 | G: 106&106 | H: 103&102 | I: 85&63

> N#Cc1ccc(CCl)cc1
  A: 97 | B: 92 | C: 100 | D: 104 | E: 102 | F: 113 | G: 109 | H: 99 | I: 106

> N#Cc1ccc(NC(=O)c2cc(-c3ccc(F)cc3F)ccc2O)cc1C(F)(F)F
  A: 86 | B: 95 | C: 108 | D: 111 | E: 93 | F: 90 | G: 102 | H: 83 | I: 111

> O=[N+]([O-])c1ccc(O)c([N+](=O)[O-])c1
  A: 90&99 | B: 96&84 | C: 105&74 | D: 101&97 | E: 105&97 | F: 102&102 | G: 106&102 | H: 105&106 | I: 102&99

> Oc1ccc(Cl)cc1
  A: 102&106 | B: 96&102 | C: 111&110 | D: 109&110 | E: 95 | F: 112&109 | G: 100&96 | H: 94&100 | I: 105&101

> CC1C(C)N1C1=C(Cl)C(=O)c2ccccc2C1=O (centres undefined)
  A: 92 | B: 70 | C: 117 | D: 101 | E: 117 | F: 93 | G: 122 | H: 107 | I: 109

> Nc1cc(N)nc(N)n1
  A: 94 | B: 80 | C: 100 | D: 94 | E: 93 | F: 98 | G: 107 | H: 114 | I: 96

> C/C=C\C(=O)O[C@@H]1CC2O[C@@H]3C=C(C)C(=O)C[C@]3(C)[C@]1(C)[C@]21CO1
  A: -18* | B: -15* | C: 0.6* | D: 0.5* | E: -32* | F: 3.3* | G: -23* | H: -11* | I: -33*

> N#CC(C#N)=Cc1ccccc1[N+](=O)[O-]
  A: 106&100 | B: 90 | C: 98&108 | D: 100&103 | E: 104&100 | F: 105&105 | G: 107&108 | H: 103&98 | I: 106&101
